Screening results (PubChem)
GAA glycogen mod = qHTS Assay for Inhibitors and Activators of Human alpha-Glucosidase Cleavage of Glycogen | Potency, µM (highest dose often 76.4 µM), without a hit: top-dose activity change, negative = inhibition, most hits filed as inhibitors | AID 2100, 2009 | actives 0.38% (n = 300,000) | Lysosomal alpha-glucosidase (Homo sapiens), P10253 | recombinant GAA, glycogen substrate, Amplex Red glucose oxidase fluorescence;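 also: 0% = full enzyme reaction and -100% = no-enzyme basal signal; the screen sought inhibitors and activators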
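Natural-substrate format: glycogen cleavage by 4 nM human enzyme, glucose read by Amplex Red coupling (Ex 573, Em 610 nm). Normalized to enzyme and no-enzyme controls.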
HTT ATP protect = qHTS Multiplex Assay to Identify Dual Action Probes in a Cell Model of Huntington: Cytoprotection (ATP) | PC12 HTT-Q103 induced, cytoprotection, ATP luminescence, 40 h | Potency, µM (titrated, usually from 56.4 µM), for inactives: cytoprotection (ATP increase), most hits filed as activators | AID 1471, 2008 | actives 0.14% (n = 230,000);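 also: % of control where 0% means no effect; nearly all actives have a fitted effect of over 45% in size; toxic huntingtin expression switched on by the ecdysone agonist tebufenozide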
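Huntington model: PC12 line, ecdysone-inducible HTTQ103 exon1–GFP, tebufenozide 100 nM. Test articles in a dose series. Endpoint luminescence from cellular ATP.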
Tau fluor cs = Counterscreen qHTS for Inhibitors of Tau Fibril Formation, Fluorescence Polarization. tau K18 P301L Alexa594 fluorescence, heparin fibrillization. Potency, µM (highest dose often 57.7 µM), for the others: at the highest dose activity change, negative = decrease. actives 0.93% (n = 280,000). AID 1463, 2008; also: % is scaled to controls: 0 for no effect and ±100 for the full control effect; nearly all actives have a fitted effect of over 55% in size
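Human tau K18 P301L (15 uM unlabeled, 0.24 uM Alexa 594-labeled) in 100 mM sodium acetate pH 7 with 20 uM heparin, 6 hr at 37 C. ThT 30 uM added, 1 hr ambient; Alexa 594 FP and total fluorescence read at 555/632 nm.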
Tau fibril FP = qHTS for Inhibitors of Tau Fibril Formation, Fluorescence Polarization | Microtubule-associated protein tau (Homo sapiens), P10636 | Potency, µM (top dose mostly 57.7 µM), without a hit: at the top dose activity, negative = inhibition, most hits filed as inhibitors | K18 P301L tau heparin fibrillization, Alexa594 FP, 6 h | actives 0.39% (n = 280,000); also: % is scaled to controls: 0 for no effect and ±100 for the full control effect; nearly all actives have a fitted effect of over 55% in size
Target sequence (P10636 561-689 P618L limits assumed): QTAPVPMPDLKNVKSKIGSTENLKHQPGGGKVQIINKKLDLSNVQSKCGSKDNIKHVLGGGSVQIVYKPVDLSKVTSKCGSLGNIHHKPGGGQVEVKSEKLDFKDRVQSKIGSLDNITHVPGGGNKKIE
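Human tau K18 […] P301L fragment, 15 uM unlabeled plus 0.24 uM Alexa 594-labeled tau (final), with compound and 20 uM heparin in 100 mM sodium acetate pH 7; 6 hr at 37 C, then Alexa 594 FP read.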
GAA inhib = qHTS Assay for Inhibitors of Human alpha-Glucosidase as a Potential Chaperone Treatment of Pompe Disease. Potency, µM (series often up to 76.9 µM), without a hit: top-dose activity change, negative = inhibition, actives largely listed as inhibitors. AID 1466, 2008. actives 0.005% (n = 200,000). Lysosomal alpha-glucosidase (Homo sapiens), P10253. purified human GAA, 4-MU-alpha-glucoside fluorescence;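 also: plate controls were uninhibited enzyme wells for no effect and no-enzyme background for full effect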
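qHTS format, compound range up to 77 uM. Human lysosomal enzyme at 4 nM, 400 uM 4-MU glucoside substrate, pH 5.0, 20 min room temperature; fluorescence after alkaline stop gives activity normalized to controls.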
Tau ThT inhib = qHTS for Inhibitors of Tau Fibril Formation, Thioflavin T Binding. Potency, µM (doses to about 57.4 µM), for inactives: at the top dose activity, negative = inhibition, most hits filed as inhibitors. recombinant tau K18 P301L, heparin-induced fibrillization, ThT fluorescence. AID 1460, 2008. actives 2.1% (n = 270,000); also: % is scaled to controls: 0 for no effect and ±100 for the full control effect; nearly all actives have a fitted effect of over 55% in size
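ThT emission at 510 nm, taken 1 hr after adding 30 uM dye, quantifies aggregates formed when 20 uM heparin acts on human tau K18 P301L for 6 hr at 37 C.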
aGal spleen mod = qHTS Assay for Inhibitors and Activators of Human alpha-Galactosidase From Spleen Homogenate; Alpha-galactosidase A (Homo sapiens), P06280; human spleen homogenate, 4MU-alpha-Gal fluorescence, 40 min; Potency, µM (titrated, usually from 80 µM), for inactives: at the highest dose activity change, negative = inhibition, usual class: inhibitors; actives 0.008% (n = 240,000);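 also: 0% = enzyme with vehicle and -100% = no enzyme basal signal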
Target sequence (P06280 32-429 limits assumed): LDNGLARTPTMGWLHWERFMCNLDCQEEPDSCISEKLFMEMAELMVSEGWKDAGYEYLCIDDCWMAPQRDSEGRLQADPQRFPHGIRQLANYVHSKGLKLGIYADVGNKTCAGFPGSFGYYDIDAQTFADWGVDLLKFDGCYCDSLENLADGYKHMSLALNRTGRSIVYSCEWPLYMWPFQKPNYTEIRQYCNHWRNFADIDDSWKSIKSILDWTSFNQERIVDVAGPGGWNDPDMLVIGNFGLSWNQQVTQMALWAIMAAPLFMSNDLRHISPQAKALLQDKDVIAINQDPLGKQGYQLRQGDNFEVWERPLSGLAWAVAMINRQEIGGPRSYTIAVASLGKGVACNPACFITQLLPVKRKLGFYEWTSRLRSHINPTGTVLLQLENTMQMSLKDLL
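Spleen homogenate 1 ug + cpd (titration) + 4-MU-alpha-D-galactopyranoside 1 mM; 37C 40 min; 50 mM citrate/phosphate pH 5.0, 0.01% Tween-20; stop pH 10; fluorescence 365/440; AC50 via Hill.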
aGlu spleen mod = qHTS Assay for Inhibitors and Activators of Human alpha-Glucosidase From Spleen Homogenate; Lysosomal alpha-glucosidase (Homo sapiens), P10253; human spleen homogenate, 4-MU-alpha-glucoside fluorescence; Potency, µM (top dose mostly 79.9 µM), inactives show top-dose activity change, negative = inhibition, most hits filed as inhibitors; actives 0.006% (n = 240,000);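 also: 0% = enzyme with vehicle and -100% = no enzyme basal signal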
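Enzyme source: human spleen homogenate, 1 ug/well. Buffer 50 mM citric acid/K phosphate pH 5.0, 0.01% Tween-20. 4-MU-alpha-glucoside 1 mM; 37 C x 40 min; NaOH/glycine stop; fluorescence.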
Starred values were filed as active, the others as inactive; ? = inconclusive; / = not tested or not shown; & = joins results of further samples; [ ] = remark or other dose. Calls follow the shape of the dose curve; as a rule, active = well fitted curve in the direction sought with a large enough effect; inconclusive = small, poorly fitted or top-dose-only effect, or another doubt; inactive = no such curve, though single readings can be large; an effect the other way counts as inactive or inconclusive. Potency is read from the fitted curve at half-maximal effect. An excerpt; rates above refer to the full screens.

The first 2 compounds as a preview:
SMILES	GAA glycogen mod	HTT ATP protect	Tau fluor cs	Tau fibril FP	GAA inhib	Tau ThT inhib	aGal spleen mod	aGlu spleen mod
CCN(CC)c1ccc(/C=C/[N+](=O)[O-])cc1	-3.3%	-20.0%	?	-8.6%	-1.3%	15.8µM*	7.9%	3.2%
O=C(Nc1ccccc1)c1c(O)c2c(n(Cc3ccco3)c1=O)CCCC2	6.2%	-47.9%[inhibitor][10 µM]	?	-21.1%	/	/	-1.4%	-0.4%

The whole of this part (from the top)
SMILES	GAA glycogen mod	HTT ATP protect	Tau fluor cs	Tau fibril FP	GAA inhib	Tau ThT inhib	aGal spleen mod	aGlu spleen mod
CCN(CC)c1ccc(/C=C/[N+](=O)[O-])cc1	-3.3%	-20.0%	?	-8.6%	-1.3%	15.8µM*	7.9%	3.2%
O=C(Nc1ccccc1)c1c(O)c2c(n(Cc3ccco3)c1=O)CCCC2	6.2%	-47.9%[inhibitor][10 µM]	?	-21.1%	/	/	-1.4%	-0.4%
O=C1NC(=O)[C@]2(Cc3ccccc3N3CCN(c4ccccc4)CC32)C(=O)N1Cc1ccccc1 (some centres undefined)	-6.0%	-8.3%	-20.1%	?	-9.7%	31.6µM*	0.1%	-5.0%
Cn1c(O)c(C=Nc2ccccc2Sc2ccccc2)c(=O)n(C)c1=O	-0.8%	8.4%[10 µM]	0.3%	5.2%	-0.1%	1.4%	1.5%	5.9%
O=C(/C=C/c1c[nH]c2ccccc12)c1c(O)n(CCc2ccccc2)c(=O)[nH]c1=O	7.6%	-1.4%[10 µM]	?	?	?	?	2.2%	1.1%
CCOc1ccc(CC2(CCc3ccncc3)C(=O)NC(=O)NC2=O)cc1	-13.0%	11.6%[10 µM]	-4.6%	-3.6%	-4.1%	-4.0%	0.7%	-2.0%
CC(=O)Nc1ccc2c(c1)CC1(C(=O)N(C)C(=O)N(C)C1=O)C1CCCN21 (centres undefined)	1.6%	4.7%	-10.2%	-1.8%	0.8%[15.4 µM]	?	0.6%	2.4%
Cn1c(O)c(C=NCCCCCCCCCCC(=O)O)c(=O)n(C)c1=O	0.6%	6.7%[10 µM]	-2.1%	4.8%	/	-4.0%	6.7%	8.2%
Clc1ccc(C2NCCc3[nH]cnc32)cc1 (centres undefined)	5.0%	0.9%[10 µM]	-3.2%	3.7%	6.0%	-6.3%	11.0%	4.9%
Cc1ccc(OCCSC2=NN2c2cc(C)nc(N)n2)cc1	-3.8%	6.5%[10 µM]	-11.7%	1.9%	-6.0%	-9.0%	4.1%	0.4%
O=C(c1ccc(Cl)cc1)C1CCCN(Cc2ccc3ncccc3c2)C1 (centres undefined)	-12.9%	/	2.5%	8.8%	10.1%	-1.3%	-15.3%	-5.6%
CO[C@H]1CC=C2CCN3CCC4=C(CC(=O)OC4)[C@]23C1	/	-9.6%&-26.0%	-21.4%&-8.6%&-1.6%	?	/	-14.8%&-6.3%&-5.7%	9.4%&22.1%&-1.7%	-8.5%&15.5%&1.3%
COC(=O)CC1(CC(=O)OC)C(=O)NC(=O)NC1=O	11.1%	-11.4%	-7.0%	-5.3%	-2.3%	-10.8%	-2.2%	5.1%
COc1ccc(N2C(=O)/C(=C/c3cccs3)C(=O)NC2=S)cc1	-4.3%	-3.4%[10 µM]	2.0%	6.2%	/	/	6.4%	-3.9%
C=CCn1c(=O)c(C=Nc2cccc([N+](=O)[O-])c2)c(O)n(CCCC)c1=O	3.6%	-4.7%	-17.8%	-8.8%	1.8%	?	-0.7%	-9.4%
CCc1c(C)nc(N)nc1N1N=C1SC	9.4%	-3.1%[10 µM]	-9.3%	-10.0%	2.2%	-8.4%	-2.1%	-4.2%
NC(=O)CI	/	-10.2%[1.9 µM]	-6.4%	-5.0%	/	-5.8%	-12.7%	-2.3%
COc1cccc(C2=NOC(C(=O)N3CCC4(CC3)OCCO4)C2)c1 (centres undefined)	13.3%	-33.6%	-2.5%	-3.3%	-6.0%	-4.1%	2.9%	-5.9%
Cc1cc(NC(=O)COC(=O)c2c(C)nn(Cc3ccccc3)c2Cl)no1	5.6%	9.1%[10 µM]	-4.2%	-13.6%	2.1%	-3.9%	4.6%	1.1%
CCCCn1c(NS(=O)(=O)c2ccc(C)cc2)c(C(=O)OCC)c2nc3ccccc3nc21	6.8%	10.3%[10 µM]	3.5%	2.4%	-2.4%	-7.8%	?	5.6%
CCCCOCCCN1C(C)=CC(=C2C(=O)NC(=S)NC2=O)C=C1C	3.7%	-3.0%[10 µM]	3.2%	-4.9%	/	4.2%	4.0%	-2.5%
CC(C)CN1CCN(Cc2c(F)cccc2Cl)CC1CCO (centres undefined)	6.9%	5.1%[10 µM]	-10.7%	3.8%	?	-9.7%	3.0%	-0.3%
Fc1ccc(CNCCc2ccccc2F)cc1	13.2%	33.3%[0.074 µM]	6.4%	0.9%	1.2%	7.2%	-9.4%	-21.3%
CC12CCC3C(CC=C4CC5(CCC43C)OCCO5)C1CCC2=O (centres undefined)	4.9%	0.2%[10 µM]	-19.2%	3.0%	-3.4%[15.4 µM]	?	4.5%	-5.6%
O=C(c1cn(Cc2ccccc2)c2ccccc12)C1CC1	-4.4%	-73.4%[inhibitor]	-25.8%	6.7%	3.9%	-20.3%	9.9%	1.5%
CC1=C(C(=O)Nc2ccccc2)SCCO1	-1.7%	-33.2%	4.3%	4.1%	2.4%	8.0%	6.2%	4.2%
CC(c1ccccc1)(c1ccccc1)c1ccncc1	2.8%	-8.6%[10 µM]	-6.4%	-5.9%	0.7%	-10.4%	-0.9%	-2.1%
C=CCn1c(O)c(C=NCCN2CCNCC2)c(=O)[nH]c1=O	-0.7%	-12.1%	-9.1%	-4.2%	-8.5%	?	1.1%	1.0%
O=c1[nH]c(=S)n(-c2ccccc2F)c(O)c1C=Nc1ccc(N2CCOCC2)cc1	-11.2%	-56.0%[inhibitor]	-20.9%	-9.1%	-2.3%	?	-3.0%	-2.5%
COc1ccc2c(c1)[nH]c1c(C)nccc12	/	-92.7%[inhibitor]	-11.7%&-16.2%&-6.8%&0.0%	-1.4%&1.3%&-1.5%&5.9%	/	0.4%&-9.3%&4.3%&5.7%	-2.2%	2.1%
NCC(O)c1cc(O)c(O)cc1F (centres undefined)	/	/	-28.4%	?	/	11.2µM*	-4.8%	7.7%
N#Cc1c(/N=C/C2C(=O)NC(=S)NC2=O)sc2c1CCCC2	?	/	-7.1%	-2.9%	2.5%	?	-4.4%	3.7%
Cc1ccc(N(C)C(=O)Oc2cccc3cccnc23)cc1	3.7%	5.7%	-2.8%	4.8%	-18.6%	-7.8%	-1.3%	1.0%
O=C1NC(=O)N(c2ccccc2)C(=O)/C1=C\c1ccccc1[N+](=O)[O-]	-10.7%	-7.2%[10 µM]	-18.1%	-1.9%	/	?	10.0%	-1.1%
CC1CCN(C(=O)C(C)Cl)CC1 (centres undefined)	-15.9%	-28.8%	-3.3%	7.3%	-6.5%	-7.2%	-1.6%	-0.8%
Cn1c(=O)cc(OCC(=O)N2CCN(Cc3ccc4c(c3)OCO4)CC2)c2ccccc21	9.4%	-11.3%	2.2%	-3.7%	-1.7%	-4.7%	-8.2%	-7.3%
CCOC(=O)CC(NC(=O)C(Cc1ccc(N(CCCl)CCCl)cc1)NC(C)=O)C(=O)OCC (centres undefined)	-1.4%	-45.1%[inhibitor][10 µM]	-5.7%	-10.9%[2.34 µM]	10.0%	-16.9%	-8.7%	-6.9%
COc1ccc(OC(=O)Nc2ccccc2)cc1	?	-4.0%	-3.9%	6.8%	-0.4%	-11.6%	-12.4%	1.3%
N#Cc1ccc(N2CCNCC2)c(F)c1	-19.0%	-15.0%[10 µM]	-0.6%	-0.4%	-1.1%	-3.3%	1.8%	-0.6%
Cc1cc(=O)n(-c2ccccc2)n1-c1ccccc1	3.5%	20.3%[10 µM]	6.9%	3.3%	-0.7%	1.7%	0.6%	-2.6%
CCN(CC)c1ccc(N=Cc2c(O)n(Cc3ccccc3)c(=O)[nH]c2=O)cc1	4.1%&4.5%	-0.1%	0.9%&-5.1%	-5.0%&-1.7%	9.7%&-4.8%	8.8%&-9.8%	-9.0%&1.3%	-0.3%&0.5%
CCCCCCCCc1[se]c2ccccc2c1I	/	23.4%	-23.4%[81.3 µM]	-12.2%[81.3 µM]	/	?	-9.6%	-10.0%
COc1cc(CC2(CCc3ccncc3)C(=O)N(C)C(=O)N(C)C2=O)cc(OC)c1OC	-9.9%	11.7%[10 µM]	-16.1%[2.34 µM]	-9.9%[2.34 µM]	12.0%	-0.3%	13.1%	2.6%
CCCNC(=O)N1CCC2(CC1)OCCO2	13.1%	/	-1.2%	-5.9%	2.2%	-1.8%	-6.6%	7.8%
Nc1ncnc2c1ncn2[C@@H]1O[C@@H]2CO[P@](=O)(S)O[C@H]2[C@H]1O	/	-83.6%[inhibitor]	-4.8%	3.7%	/	-8.3%	5.9%	12.1%

Some entries already given, limited to Tau ThT inhib, aGlu spleen mod and aGal spleen mod:
canonical_smiles	Tau ThT inhib	aGlu spleen mod	aGal spleen mod
NCC(O)c1cc(O)c(O)cc1F (centres undefined)	11.2µM*	7.7%	-4.8%
N#Cc1c(/N=C/C2C(=O)NC(=S)NC2=O)sc2c1CCCC2	?	3.7%	-4.4%
Cc1ccc(N(C)C(=O)Oc2cccc3cccnc23)cc1	-7.8%	1.0%	-1.3%
